# BAP1 block: human BAP1 deubiquitinase inhibition | Q92560 | recombinant BAP1, Ub-AMC hydrolysis fluorescence kinetic; hits give low values | activity remaining (% of control), % at 20 µM | 0.48% of 72,000 active | AID 436;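 active = activity remaining at or below 50% of control, provided the compound also passes the data quality filters; inactive = the rest, including low values that fail the filters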;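 also: 100% = DMSO wells rate and 0% = substrate alone blank rate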
# Target sequence (Q92560 whole entry, looked up): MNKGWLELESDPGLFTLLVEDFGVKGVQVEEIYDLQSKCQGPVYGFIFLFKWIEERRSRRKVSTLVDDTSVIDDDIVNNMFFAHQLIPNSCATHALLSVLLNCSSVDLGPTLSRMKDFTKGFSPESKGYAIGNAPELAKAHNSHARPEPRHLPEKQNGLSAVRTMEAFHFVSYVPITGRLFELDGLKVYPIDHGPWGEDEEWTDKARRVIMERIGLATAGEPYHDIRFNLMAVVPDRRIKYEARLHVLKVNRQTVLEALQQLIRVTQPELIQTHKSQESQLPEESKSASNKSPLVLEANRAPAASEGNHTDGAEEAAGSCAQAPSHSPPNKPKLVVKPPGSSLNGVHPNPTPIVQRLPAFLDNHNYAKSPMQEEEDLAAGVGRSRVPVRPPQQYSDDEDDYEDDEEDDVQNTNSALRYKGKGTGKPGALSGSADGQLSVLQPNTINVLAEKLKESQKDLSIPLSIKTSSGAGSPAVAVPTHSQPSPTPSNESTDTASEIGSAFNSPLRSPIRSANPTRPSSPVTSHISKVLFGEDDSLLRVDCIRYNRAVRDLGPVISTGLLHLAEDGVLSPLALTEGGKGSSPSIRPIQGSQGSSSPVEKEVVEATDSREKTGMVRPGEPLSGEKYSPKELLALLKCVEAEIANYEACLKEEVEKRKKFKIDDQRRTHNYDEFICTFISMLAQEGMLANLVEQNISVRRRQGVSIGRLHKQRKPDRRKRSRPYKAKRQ
# HePTP inh: blocks human HePTP tyrosine phosphatase; inhibition, % at 20 µM; AID 521; 0.64% of 110,000 active; recombinant HePTP phosphatase activity, OD absorbance; P35236; in the data active = inhibition above about 50%;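 also: plate controls were vehicle for no effect and reference inhibitor for full effect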
# Target sequence (P35236 whole entry, looked up): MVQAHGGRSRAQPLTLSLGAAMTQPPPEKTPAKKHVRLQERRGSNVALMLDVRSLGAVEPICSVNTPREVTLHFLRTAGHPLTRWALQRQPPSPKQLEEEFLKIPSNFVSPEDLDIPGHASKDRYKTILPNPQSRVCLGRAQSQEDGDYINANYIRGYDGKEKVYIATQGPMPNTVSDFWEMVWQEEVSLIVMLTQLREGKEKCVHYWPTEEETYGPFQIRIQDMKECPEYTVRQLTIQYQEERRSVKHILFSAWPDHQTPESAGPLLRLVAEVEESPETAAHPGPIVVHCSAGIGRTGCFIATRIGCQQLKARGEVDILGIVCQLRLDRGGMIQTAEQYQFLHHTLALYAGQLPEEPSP
# Active calls of the source: *; nt = no result given; & = joins results of further samples. The list is partial, so the mix of outcomes need not match the whole.
SMILES,BAP1 block,HePTP inh
CC1=[N+]([O-])C(C(=O)c2ccccc2)N(O)C1(C)C (stereo not drawn),nt,-6.6
CC(Cc1ccc(O)cc1)NCC(O)c1cc(O)cc(O)c1 (stereo not drawn),99.0,nt
COc1ccc(-n2c(/C=C/c3c[nH]c4ccccc34)nc3ccccc3c2=O)cc1,nt,-1.5
O=[N+]([O-])c1ccc(N2CCCC2)c2ncccc12,nt,3.1
Cc1ncc(CNC(=O)N(CCCl)N=O)c(N)n1,95.5,nt
Cc1ccc(-c2nc3ccccc3c(=O)n2-c2nccs2)cc1,nt,-3.8
Cn1cccc1CNCCc1ccc2c(c1)OCO2,nt,5.1
O=c1oc2ccccc2c(O)c1C(c1cccc(F)c1)c1c(O)c2ccccc2oc1=O,nt,-5.7
O=C1CN=C(c2cccs2)c2c(sc3c2CCCC3)N1,95.3,-2.1
Cc1c(C(=O)N2CCC3(CC2)OCCO3)sc2ncnc(N(C)c3ccccc3)c12,93.0,nt
CN1[C@@H]2CC[C@H]1CC(OC(=O)C1C=Nc3ccccc31)C2 (stereo partly drawn),56.6,7.5
CCCN(CCC)C(=O)Cc1c(-c2ccc(Cl)cc2)nc2c(Cl)cc(Cl)cn12,67.0,nt
COc1ccc(CCNCc2cccc(Br)c2)cc1OC,nt,0.9
COC(=O)C1=C(N)Oc2c(c(=O)oc3ccccc23)[C@]12C(=O)N(C)c1ccccc12,91.2,11.3
Cn1cccc1CN1CCN(C(=O)COc2ccccc2)CC1,102.2,2.6&-6.2
Cc1onc(-c2ccccc2)c1C(=O)N1CCC2(CC1)OCCO2,86.3,-3.3
CCOC(=O)C1C(=O)N(C)C2(C)CC1c1ccccc1O2 (stereo not drawn),95.0,-5.2
Nc1ccc(Br)cc1C(=O)c1ccc(F)cc1,nt,2.5
O=S(=O)(c1cc(Cl)c(O)c(Cl)c1)c1cc(Cl)c(O)c(Cl)c1,nt,8.8&-0.9
COc1ccc(OC)c(N2C(=O)NC(=O)C(CCc3ccncc3)(CCc3ccncc3)C2=O)c1,98.2,11.8
CCCCNC(=O)Nc1ccc(C(O)(C(=O)OC)C(F)(F)F)cc1 (stereo not drawn),114.1,3.0
CN1C2C=C(N(C(=O)c3ccc(Cl)cc3)c3ccccc3)CC1CC2 (stereo not drawn),102.8,-2.1
CCSc1cc(C2C(C#N)=C(N)Oc3n[nH]c(C)c32)c(C)o1 (stereo not drawn),115.8,-2.3
O=P(O)(O)Cc1ccccc1OP(=O)(c1ccccc1)c1ccccc1,112.5,3.4
Cc1nnc2n1-c1ccc(Br)cc1C(c1ccccc1Cl)=NC2,93.3,7.4
COc1ccc(CN2CCCCC2c2cccnc2)cc1C (stereo not drawn),95.6,-12.3
CCC(=O)N1CCN(CCN=Cc2c(O)n(C)c(=O)n(C)c2=O)CC1,105.0,7.0
Cc1ccc(-n2c(SCCN3CCOCC3)nc3ccccc3c2=O)cc1,nt,10.6
Cc1cc(N2CCNCC2)c2ccccc2n1,nt,-6.7
CCOc1cccc(N2C(=O)CC(=O)NC2=O)c1,94.1,-1.0
O=C(N1CCN(c2ccccn2)CC1)C(O)(c1ccccc1)c1ccccc1,nt,6.9
COc1ccc(C2SCC(=O)Nc3c2c(=O)[nH]n3C2CCCCCC2)cc1OC (stereo not drawn),93.5,7.9
Cc1ccc(-n2c(=O)[nH]c3ccccc3c2=O)cc1,nt,-1.1
COc1ccc(C2c3c(c4ccccc4oc3=O)Oc3c2c(=O)oc2ccccc32)cc1,nt,-0.7
CCCCOC(=O)C1=C(N)OC2=C(C(=O)CCC2)[C@]12C(=O)Nc1ccccc12,96.4,3.3
CC(=NCc1cccnc1)c1c(O)n(C2CCCCC2)c(=O)[nH]c1=O,nt,-4.7
Cn1c(O)c(C=NC2CC(C)(C)NC(C)(C)C2)c(=O)n(C)c1=O,91.3,-0.4&0.8
C=CCn1c(O)c(C(C)=Nc2cc(OC)ccc2OC)c(=O)[nH]c1=O,89.4,9.5
C=CCN1C(=O)NC(=O)/C(=C/c2ccc(-c3ccc(C(=O)OCC)cc3)o2)C1=O,nt,8.7
C=CCN1CC[C@]23c4c5ccc(O)c4O[C@H]2/C(=N/NC(=O)c2ccccc2)CC[C@@]3(O)[C@H]1C5,81.3,nt
COc1ccc(CN2CCN(Cc3ccccc3)CC2)c(OC)c1,81.5,3.0
O=P(OCC(F)(F)C(F)F)(N1CCCCC1)N1CCCCC1,85.7,-0.8
O=S1(=O)CC2(N3CCOCC3)CCCCC21 (stereo not drawn),82.0,-0.4
CCOC(=O)C1CCN(/C=C2/C(=O)NC(=O)N(c3ccc(OCC)cc3)C2=O)CC1,95.2,4.6
Cc1ccc2cccc(OC(=O)N(C)c3ccccc3)c2n1,104.5,4.3
Nc1ccc(N2CCN(Cc3ccccc3Cl)CC2)c(Cl)c1,59.0,-10.1
O=[N+]([O-])N=S(c1ccccc1)c1ccccc1,nt,-8.4
O=C(c1ccc(N2N=N2)cc1)c1ccc(N2N=N2)cc1,nt,4.6
COc1ccc(C2SCC(=O)Nc3c2c(=O)[nH]n3C2CCCCC2)cc1 (stereo not drawn),115.3,2.7
Cc1ccc(S(=O)(=O)N[C@@H](CCCCN)C(=O)CCl)cc1,92.9,nt

# Reformatted: results already given
smiles | BAP1 block | HePTP inh
Cn1cccc1CN1CCN(C(=O)COc2ccccc2)CC1 | 102.2 | 2.6&-6.2
Cc1onc(-c2ccccc2)c1C(=O)N1CCC2(CC1)OCCO2 | 86.3 | -3.3
CCOC(=O)C1C(=O)N(C)C2(C)CC1c1ccccc1O2 (stereo not drawn) | 95.0 | -5.2
Nc1ccc(Br)cc1C(=O)c1ccc(F)cc1 | nt | 2.5
O=S(=O)(c1cc(Cl)c(O)c(Cl)c1)c1cc(Cl)c(O)c(Cl)c1 | nt | 8.8&-0.9
COc1ccc(OC)c(N2C(=O)NC(=O)C(CCc3ccncc3)(CCc3ccncc3)C2=O)c1 | 98.2 | 11.8
CCCCNC(=O)Nc1ccc(C(O)(C(=O)OC)C(F)(F)F)cc1 (stereo not drawn) | 114.1 | 3.0
CN1C2C=C(N(C(=O)c3ccc(Cl)cc3)c3ccccc3)CC1CC2 (stereo not drawn) | 102.8 | -2.1
CCSc1cc(C2C(C#N)=C(N)Oc3n[nH]c(C)c32)c(C)o1 (stereo not drawn) | 115.8 | -2.3
O=P(O)(O)Cc1ccccc1OP(=O)(c1ccccc1)c1ccccc1 | 112.5 | 3.4
Cc1nnc2n1-c1ccc(Br)cc1C(c1ccccc1Cl)=NC2 | 93.3 | 7.4
COc1ccc(CN2CCCCC2c2cccnc2)cc1C (stereo not drawn) | 95.6 | -12.3
CCC(=O)N1CCN(CCN=Cc2c(O)n(C)c(=O)n(C)c2=O)CC1 | 105.0 | 7.0
Cc1ccc(-n2c(SCCN3CCOCC3)nc3ccccc3c2=O)cc1 | nt | 10.6
Cc1cc(N2CCNCC2)c2ccccc2n1 | nt | -6.7
CCOc1cccc(N2C(=O)CC(=O)NC2=O)c1 | 94.1 | -1.0
O=C(N1CCN(c2ccccn2)CC1)C(O)(c1ccccc1)c1ccccc1 | nt | 6.9
COc1ccc(C2SCC(=O)Nc3c2c(=O)[nH]n3C2CCCCCC2)cc1OC (stereo not drawn) | 93.5 | 7.9
Cc1ccc(-n2c(=O)[nH]c3ccccc3c2=O)cc1 | nt | -1.1
COc1ccc(C2c3c(c4ccccc4oc3=O)Oc3c2c(=O)oc2ccccc32)cc1 | nt | -0.7
CCCCOC(=O)C1=C(N)OC2=C(C(=O)CCC2)[C@]12C(=O)Nc1ccccc12 | 96.4 | 3.3
CC(=NCc1cccnc1)c1c(O)n(C2CCCCC2)c(=O)[nH]c1=O | nt | -4.7
Cn1c(O)c(C=NC2CC(C)(C)NC(C)(C)C2)c(=O)n(C)c1=O | 91.3 | -0.4&0.8
C=CCn1c(O)c(C(C)=Nc2cc(OC)ccc2OC)c(=O)[nH]c1=O | 89.4 | 9.5
C=CCN1C(=O)NC(=O)/C(=C/c2ccc(-c3ccc(C(=O)OCC)cc3)o2)C1=O | nt | 8.7
C=CCN1CC[C@]23c4c5ccc(O)c4O[C@H]2/C(=N/NC(=O)c2ccccc2)CC[C@@]3(O)[C@H]1C5 | 81.3 | nt
COc1ccc(CN2CCN(Cc3ccccc3)CC2)c(OC)c1 | 81.5 | 3.0

# (more compounds)
SMILES,BAP1 block,HePTP inh
CN(C)CCc1nn[nH]n1,177.7,9.5
CCC1(CC)C(=O)NC(=Nc2cccc(C(F)(F)F)c2)NC1=O,97.4,-5.8
COc1cc(CN2CC3CC(C2)c2cccc(=O)n2C3)cc(OC)c1OC (stereo not drawn),87.0,4.5
Cc1cc(C=C2C(=O)NC(=S)NC2=O)c(C)n1-c1ccc(F)cc1,nt,8.9
O=C(Nc1ccc(Br)cc1C(=O)c1ccccc1Cl)c1ccc(N2C(=O)CCC2=O)cc1,150.8,nt
CN1CCN(Cc2nc3ccccc3n2C)CC1,99.4,3.0
Cc1c(C=O)c2ccccc2n1Cc1ccccc1Cl,nt,0.8
COc1ncccc1C(=O)NCC(CC(=O)O)c1ccccc1 (stereo not drawn),nt,-10.3
Cc1c(Br)c([N+](=O)[O-])nn1CC(=O)Nc1ccc(Cl)cc1C(=O)c1ccccc1,nt,4.1
COc1ccccc1-n1c(=S)[nH]c2ccccc2c1=O,nt,16.9
CN1C(=O)C(=Cc2cccn2-c2cccc([N+](=O)[O-])c2)C(=O)N(C)C1=O,nt,1.3
CC(c1ccc(F)cc1)n1cc(C(=O)NCc2ccc3c(c2)OCO3)nn1 (stereo not drawn),nt,6.7
N=c1n(CCO)c2ccccc2n1Cc1ccccc1,100.0,0.2
COc1ccc(S(=O)(=O)NCc2ccc(C(=O)N3CCC4(CC3)OCCO4)cc2)cc1,113.8,6.5
CN(C)P1(N(C)C)=NC(C(F)(F)F)=NC(C(F)(F)F)=N1,105.1,9.9
O=Cc1cn(Cc2ccc(Cl)cc2Cl)c2ccccc12,nt,11.3
C[C@@H]1O[C@H](C[N+](C)(C)C)C[C@H]1O,94.6,nt
COc1ccc(-n2c(O)c(C(C)=NCCN3CCNCC3)c(=O)[nH]c2=O)cc1,103.0,0.2
N[C@@H](Cc1c[nH]c2ccccc12)c1nnc(SCc2ccc(F)cc2)o1,92.2,4.1
CCN1C(=O)c2ccccc2Sc2ccc(C(=O)N3CCC4(CC3)OCCO4)cc21,96.9,4.6
N#Cc1ccccc1Cn1cc(C(=O)c2cccs2)c2ccccc21,62.6,8.6
N#Cc1c(/N=C/c2c(O)n(Cc3ccco3)c(=O)[nH]c2=O)sc2c1CCCC2,112.5,3.5
O=c1c2ccccc2nc(-c2ccco2)n1-c1nccs1,99.4,1.7
CC(C)c1ccc(N2C(=O)NC(=O)/C(=C/c3ccco3)C2=O)cc1,nt,-19.5
O=C1NC(=O)C(=Cc2ccccc2)C(=O)N1,nt,-16.2
CCOC(=O)C1C2c3ccccc3O[C@@]1(C)N=C1SCC(=O)N12 (stereo partly drawn),108.1,9.4
O=C(COc1ccccc1)N1CCN(C2CCN(Cc3ccccc3)CC2)CC1,nt,-1.0
CCN1C(=O)C(=Cc2ccc(N(CC)CC)cc2)C(=O)N(CC)C1=S,nt,6.9
COc1ccc(C(c2c(O)c3ccccc3oc2=O)c2c(O)c3ccccc3oc2=O)cc1COc1ccccn1,nt,4.9
COc1ccccc1-n1c(/C=C\c2ccccc2[N+](=O)[O-])nc2ccccc2c1=O,nt,7.0
O=c1c2ccccc2nc(-c2ccc([N+](=O)[O-])cc2)n1-c1cccc(Cl)c1,nt,-3.0
CN1CC=C(c2c[nH]c3ccccc23)CC1,96.1,-13.8
O=C(CN1CCOCC1)Nc1ccc(Br)cc1C(=O)c1ccccc1,57.3,nt
COc1ccc(Cn2c(N)c(C(=O)NCc3ccco3)c3nc4ccccc4nc32)cc1OC,101.0,6.4
C[C@H](Cc1ccc2c(c1)OC(C(=O)O)(C(=O)O)O2)NC[C@H](O)c1cccc(Cl)c1,100.4,nt
CCN(CC)CCN=Cc1c(O)n(CCc2ccccc2)c(=O)[nH]c1=O,113.1,-2.8
O=C(COc1ccc(Cl)cc1)Nc1ccc(Br)cc1C(=O)c1ccccc1,89.8,nt
N#CC(C#N)=Cc1cccc2ccccc12,nt,11.5
CC(=NC1CCN(Cc2ccccc2)CC1)c1c(O)n(C)c(=O)n(C)c1=O,96.7,7.3
O=[N+]([O-])/C=C/c1ccccc1OCc1ccc(Cl)cc1Cl,nt,-6.2
CCC1(C)CC(CCNCc2ccc(N(C)C)cc2)(c2ccc(C)cc2)CCO1 (stereo not drawn),nt,-3.4
CCOC(=O)c1c(N)n(Cc2ccc(OC)cc2)c2nc3ccccc3nc12,nt,4.9
Cn1c(=O)cc(OCC(=O)N2CCC3(CC2)OCCO3)c2ccccc21,100.3,1.3
COc1ccccc1CNCCc1ccc(Cl)cc1,nt,1.9
Clc1ccc(CCN(Cc2ccco2)Cc2ccco2)c(Cl)c1,nt,-11.3
Cc1ccc(Sc2ccc(C=C3C(=O)N(C)C(=O)N(C)C3=O)o2)cc1,nt,2.0
O=c1c2ccccc2nc(-c2cccs2)n1-c1ccc(Br)cc1,nt,2.0
C/C(Cl)=C/CC1(CN2CCCC2=O)C(=O)NC(=O)NC1=O,167.3,-6.5
CCCCCCn1c(O)c(C=NCCN2CCCCC2)c(=O)[nH]c1=O,91.3,14.8
O=[N+]([O-])c1cc(O)c(O)c([N+](=O)[O-])c1,78.4,nt
CCC(=NCCN1CCCCC1)c1c(O)n(C)c(=O)n(C)c1=O,135.9,7.2
N#CC1=C(N)Oc2c(c(=O)oc3ccccc23)C1c1ccc(OC(=O)N2CCOCC2)cc1 (stereo not drawn),83.8,-1.7
CC(N=Cc1c(O)[nH]c(=O)[nH]c1=O)c1ccccc1 (stereo not drawn),98.2,7.6
